Screening results as filed in PubChem BioAssay.
AmpC detergent: qHTS Inhibitors of AmpC Beta-Lactamase (assay with detergent); 370,000 compounds, 0.041% hits; AID 485294, 2010; Potency, µM (top dose mostly 114 µM), inactives show at the top dose activity change, negative = inhibition, actives largely listed as inhibitors; P00811; AmpC hydrolysis of nitrocefin, absorbance 480 nm, 0.01% Triton;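 note: potency is the fitted concentration of half-maximal effect; 0% = no-compound wells and -100% = no-enzyme wells; nearly all actives have a fitted effect of over 25% in size; some results filed as inactive show a strong effect at the top dose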
Target sequence (P00811 whole entry, looked up): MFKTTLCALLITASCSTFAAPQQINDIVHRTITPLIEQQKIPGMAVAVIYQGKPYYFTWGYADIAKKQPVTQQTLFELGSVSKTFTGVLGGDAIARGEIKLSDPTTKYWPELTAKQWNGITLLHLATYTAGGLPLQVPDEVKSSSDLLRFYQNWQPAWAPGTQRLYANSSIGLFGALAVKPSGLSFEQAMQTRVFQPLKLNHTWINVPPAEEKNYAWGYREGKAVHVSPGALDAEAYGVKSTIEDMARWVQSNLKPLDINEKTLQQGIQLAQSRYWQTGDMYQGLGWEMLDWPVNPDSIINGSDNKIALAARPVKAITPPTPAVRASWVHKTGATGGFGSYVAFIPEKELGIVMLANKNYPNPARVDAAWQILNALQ
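20 mM phosphate pH 7.0 + 0.01% (detergent screen) or 0.0001% Triton X-100; 5.3 nM AmpC reagent; cpd preinc 15 min RT; nitrocefin (800 uM stock) to start; A480 q20 s × 4 min; Activity was normalised to no-enzyme and no-compound control wells.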
AmpC inh no detg: qHTS Inhibitors of AmpC Beta-Lactamase (assay without detergent); P00811; AmpC nitrocefin hydrolysis, absorbance 480 nm, 0.0001% Triton; Potency, µM (titrated, usually from 57.1 µM), for inactives: top-dose activity change, negative = inhibition, hits mostly inhibitors; 330,000 compounds, 0.52% hits; AID 485341, 2010;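 note: potency is the fitted concentration of half-maximal effect; plate controls were no compound for no effect and no enzyme for full effect; nearly all actives have a fitted effect of over 20% in size; some results filed as inactive show a strong effect at the top dose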
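AmpC (5.3 nM in the dispensed reagent) in 20 mM phosphate pH 7.0 with 0.01% (detergent screen) or 0.0001% Triton X-100 was preincubated with compounds for 15 min at room temperature. Nitrocefin was then added from an 800 uM solution, and hydrolysis was followed at 480 nm.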
FBPA Giardia inh: qHTS Assay for Inhibitors of Fructose-1,6-bisphosphate Aldolase from Giardia Lamblia; A8B2U2; purified Giardia FBPA; Potency, µM (top dose mostly 59.6 µM), inactives show at the top dose activity, negative = inhibition, hits mostly inhibitors; 290,000 compounds, 0.71% hits; note: potency is the fitted concentration of half-maximal effect; % is set by controls: 0 for no effect and ±100 for the full control effect; nearly all actives have a fitted effect of over 55% in size
Target sequence (A8B2U2 whole entry, looked up): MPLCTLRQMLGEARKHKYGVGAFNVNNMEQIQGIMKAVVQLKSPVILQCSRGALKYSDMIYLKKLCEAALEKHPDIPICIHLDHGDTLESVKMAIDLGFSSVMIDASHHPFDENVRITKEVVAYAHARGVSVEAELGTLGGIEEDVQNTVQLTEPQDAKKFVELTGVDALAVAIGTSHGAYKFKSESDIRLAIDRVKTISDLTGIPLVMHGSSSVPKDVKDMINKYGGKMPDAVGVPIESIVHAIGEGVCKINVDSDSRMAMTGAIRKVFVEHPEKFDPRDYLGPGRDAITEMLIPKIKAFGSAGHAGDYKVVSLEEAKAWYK
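Giardia FBPA (40 nM reagent) was preincubated 10 min at RT with compound (up to 57.5 uM final), then substrate plus GAPDH/TPI/NAD/arsenate coupling system with diaphorase/resazurin was added; resorufin fluorescence (525/598 nm) was read after 20 min.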
HCMV inh: qHTS Assay for inhibitors of the human cytomegalovirus (HCMV). HFF cells, HCMV-luciferase reporter, 72 h; active compounds read low. activity change, negative = inhibition, % at 57.5 µM. 410,000 compounds, 4.5% hits. AID 1259415, 2018; in the data active = activity change below about -60%; inconclusive = no clear call, values can overlap the other calls; inactive = above about -39%; note: % is set by controls: 0 for no effect and ±100 for the full control effect
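Two-dose cell screen: HFF monolayers treated with compounds and infected with luciferase-expressing HCMV at 1 PFU/cell, 72 h at 37C, then lysed for luciferase measurement.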
Shiga inhibitor: A qHTS for Small Molecule Inhibitors of Shiga Toxin; Vero cells, Shiga toxin protein synthesis inhibition reporter; inhibition, % at 38.7 µM; 290,000 compounds, 9.2% hits; in the data active = inhibition mostly above about 28%, no sharp cut-off; inactive = mostly below about 43%; note: 0% is about no effect
CHX counter: Cycloheximide Counterscreen for Small Molecule Inhibitors of Shiga Toxin; cell reporter, cycloheximide protein synthesis inhibition counterscreen; 300,000 compounds, 12% hits; max response, %; AID 2314, 2010; in the data active = max response mostly above about 13%, no sharp cut-off; inactive = mostly below about 14%; note: read at 38.3 µM for the half of the compounds with a filed dose; 0% is about no effect
AMA1-RON2 inh: qHTS for Inhibitors of AMA1-RON; Towards Development of Antimalarial Drug Lead: Primary Screen | Potency, µM (doses to about 58.2 µM), for the others: at the highest dose activity change, negative = inhibition, actives largely listed as inhibitors | 360,000 compounds, 0.2% hits | Plasmodium falciparum AMA1 (3D7) - RON2 peptide interaction | AlphaScreen AMA1-biotinylated RON2 peptide binding | AID 720542, 2013;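 note: potency is the fitted concentration of half-maximal effect; 0% = vehicle wells and -100% = peptide control; nearly all actives have a fitted effect of over 45% in size; some results filed as inactive show a strong effect at the top dose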
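AMA1 (3D7) with his tag at 25 nM final met compounds first, then biotinylated RON2 peptide at 25 nM; detection used donor plus acceptor beads, 10 µg/mL apiece, read by AlphaScreen after 30 min at room temperature.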
An asterisk follows results filed as active; ? = inconclusive; · = not tested or not shown; [ ] = dose if it differs, or a comment. Unless noted, calls come from the whole dose curve; as a rule, active = well fitted curve in the direction sought with a large enough effect; inconclusive = small, poorly fitted or top-dose-only effect, or another doubt; inactive = no such curve, though single readings can be large; an effect the other way counts as inactive or inconclusive.

SMILES | AmpC detergent | AmpC inh no detg | FBPA Giardia inh | HCMV inh | Shiga inhibitor | CHX counter | AMA1-RON2 inh
CCOC(=O)C1=CNS(=O)(=O)NC1c1ccc(C)cc1 (stereo not drawn) | · | -14% | · | 9 | · | · | -1%
CC1CCCCN1C(=O)CSc1nc(-c2ccccc2)cn1N (stereo not drawn) | -14% | 7% | 1% | 23 | 46* | 25* | -6%
COc1cc(-c2nnn(Cc3ccccc3C)n2)cc(OC)c1OC | -4% | 35% | 4% | 33 | -2 | -1 | 1%
COc1ccc(OCC(O)CON2C(=O)c3ccccc3C2=O)cc1 (stereo not drawn) | -8% | -23% | -1% | -6 | 17 | -3 | -6%
Cc1cccc2c1N(CCOc1ccccc1Cl)C(=O)C2=O | 6% | -21% | -8% | -28 | 5 | 3 | ?
CS(=O)(=O)N(CC(O)Cn1c2ccccc2c2ccccc21)c1ccccc1 (stereo not drawn) | -10% | 63%[activator] | -7% | 9 | -19 | -3 | -4%
CC1=NN(c2ccccc2)C(=O)/C1=C\c1cc(C)n(-c2ccccc2)c1C | 1% | -13% | 4% | ? | -7 | -4 | -15%
Cc1cc(C)c2cc3c(N)c(C(=O)N4CCOCC4)sc3nc2c1 | 7% | -20% | -6% | 53 | -3 | -1 | 13%
Cc1nnc(SCC(=O)Nc2cc(S(=O)(=O)N3CCOCC3)ccc2C)s1 | -2% | -22% | · | 3 | · | · | -21%
C/C(=N\N=C1\NC(=O)C(Cc2ccccc2)S1)c1ccccc1 (stereo not drawn) | -3% | -41% | -5% | 22 | -17 | 2 | 61%[activator]
COC(=O)c1cc2n(n1)CCN(Cc1ccc(OC)cc1)C2=O | -5% | -36% | -1% | 2 | -7 | 9 | -1%
CCOC(=O)c1sc(NC(=O)c2ccccc2OC)nc1C | ? | -7% | 0% | 56 | 69* | 24* | 11%
C=CCOC(=O)C1=C(C)NC(C)=C(C(=O)OCC=C)C1c1ccco1 | -3% | 18% | -4% | -27 | -8 | -2 | 22%
N=C1C(c2nc3ccccc3c(=O)[nH]2)=C(O)CN1CCc1ccccc1 | ? | -31% | 0% | · | 10 | 6 | 8%
COc1cccc(CNC(=O)c2ccc(C)c(S(=O)(=O)N3CCOCC3)c2)c1 | -13% | -8% | · | -35 | · | · | 2%
COc1ccc(C)cc1NC(=O)CSc1nnc(COc2ccccc2)n1Cc1ccco1 | -10% | 11% | 3% | 43 | -21 | 1 | -3%
C=CCn1c(SCC(=O)c2cccs2)nc2sc(C)c(C)c2c1=O | -1% | -38% | 0% | ? | 9 | 6 | ?
COc1ccc(S(=O)(=O)NCc2ccccn2)cc1NC(=O)c1ccc(Cl)cc1 | ? | 58% | · | -30 | · | · | 81%[activator]
c1cc2c(c(NCc3ccncc3)c1)CCCC2 | 2% | -2% | -12% | -26 | -9 | -7 | -6%
CCN(CC(=O)NCc1cccs1)S(=O)(=O)c1ccc(F)c(F)c1F | 3% | -10% | · | -33 | · | · | -14%
COC(=O)C1=C(N)Oc2c(oc(CO)cc2=O)C1c1ccccc1F (stereo not drawn) | -13% | -5% | -5% | 24 | -7 | 2 | 3%
COc1ccc(-n2c(SC3CCOC3=O)nc3ccccc3c2=O)cc1OC (stereo not drawn) | -2% | -7% | 8% | -18 | -3 | 38* | -2%
CSc1ccccc1NC(=O)Cn1nnc(-c2ccc(S(C)(=O)=O)cc2)n1 | -7% | -6% | 5% | 41 | 4 | -1 | -4%
O=C(Nc1ccccc1C(F)(F)F)NC1CCCCC1 | 1% | -15% | 1% | -13 | -14 | -2 | 6%
Cc1ccsc1/C=C1/SC(=O)N(CC(=O)N2CCCC2)C1=O | -6% | 35% | · | 1 | 13 | 11 | -3%

Results in AmpC detergent (4 entries from above):
mol	AmpC detergent
CC1CCCCN1C(=O)CSc1nc(-c2ccccc2)cn1N (stereo not drawn)	-14%
O=C(Nc1ccccc1C(F)(F)F)NC1CCCCC1	1%
Cc1cc(C)c2cc3c(N)c(C(=O)N4CCOCC4)sc3nc2c1	7%
COc1ccc(OCC(O)CON2C(=O)c3ccccc3C2=O)cc1 (stereo not drawn)	-8%

Later entries
SMILES | AmpC detergent | AmpC inh no detg | FBPA Giardia inh | HCMV inh | Shiga inhibitor | CHX counter | AMA1-RON2 inh
CC(CN1CCCC1)OC(=O)c1ccc(Cl)cc1Cl (stereo not drawn) | -6% | -10% | 16µM* | 28 | -2 | 6 | 0%
Cc1ccc(C(=O)NNC(=O)C2CCN(Cc3ccccc3)CC2)cc1 | 0% | -32% | -8% | 56 | 3 | 5 | 13%
Cn1cccc1C(C#N)c1cccc(F)c1C#N (stereo not drawn) | -2% | -25% | -1% | -20 | -19 | -2 | -21%
Cc1nnc(SCc2ccccn2)n(N)c1=O | ? | -1% | 1% | 17 | 3 | 1 | -3%
O=[N+]([O-])c1cc(Cl)ccc1N1CCCCC1 | -2% | -19% | 0% | 21 | -5 | 4 | ?
Cc1c(/C=C(\C#N)C(=O)NCc2ccccc2)cc(C#N)n1C | -4% | -11% | 5% | -12 | -6 | -8 | -12%
O=C(CCN1C(=O)C2(OCCO2)c2ccccc21)c1ccccc1 | -9% | -15% | -2% | 8 | 1 | 1 | 1%
Cc1cc(=O)n(C)c(=O)n1CCCCCCN1CCCC1 | -5% | -6% | 0% | 34 | -1 | -2 | -12%
CC(C)COc1ccc(C(=O)N/N=C/c2ccoc2)cc1 | -12% | -21% | -5% | 35 | 83* | 27* | 58%[activator]
Cc1ccc(S(=O)(=O)c2c(C)cc(-c3ccccc3)[nH]c2=O)cc1 | -4% | -40% | 6% | -11 | 19 | -3 | 2%
O=C(Nc1ccncc1)c1cc(S(=O)(=O)N2CCOCC2)ccc1Cl | -16% | -13% | · | 24 | · | · | 2%
CC(=O)N1CCN=C1SCc1ccccc1F | -7% | 3.5µM* | -2% | 12 | -1 | -2 | 6%
CCOc1ccc2oc(C(=O)N3CC(C)OC(C)C3)c(C)c2c1 (stereo not drawn) | 1% | 79%[activator] | · | -10 | 18 | 24* | 0%
Cc1[nH]c(=O)[nH]c(=O)c1S(=O)(=O)Nc1ccc(F)cc1Cl | -3% | -6% | 2% | -24 | -1 | -3 | -8%
CCOC(=O)c1ccsc1NC(=O)c1ccco1 | 2% | -17% | · | -13 | 2 | 10 | 18%
Cc1cc(C)c(OCC(=O)Nc2cc(C(=O)O)cc(C(=O)O)c2)cc1C | 5% | -16% | 18% | ? | -2 | -1 | -5%
CC(=O)/C=C/c1ccc2ccccc2n1 | -3% | -9% | · | -84* | 28 | 22* | -5%
CCOC(=O)c1c(N)c(C#N)nn1-c1ccccc1C(=O)OC | 0% | 0% | -5% | 30 | -9 | 1 | ·
Cc1cccc(CC2CC(=O)N(c3nc4ccccc4s3)C2=O)c1 (stereo not drawn) | 4% | -14% | 0% | -15 | -7 | -1 | -10%
O=C(CCC(=O)N(c1cccc(F)c1)C(C(=O)NC1CCCC1)c1ccncc1)Nc1cccnc1 (stereo not drawn) | -4% | -4% | 2% | 9 | 6 | -4 | -1%
Cn1c(=O)c2c(nc(NCC3CCCO3)n2C)n(C)c1=O (stereo not drawn) | -11% | -46% | 0% | -21 | -28 | 8 | 2%
CCOC(=O)C1=NOC2C(=O)N(c3ccc(Cl)cc3Cl)C(=O)C12 (stereo not drawn) | 1% | -17% | 4% | -30 | -3 | -2 | 2%
O=C1NC(=Nc2ccccc2Cl)S/C1=C\c1cccc([N+](=O)[O-])c1O | 3% | -28% | -3% | -30 | 1 | 6 | -23%
Cc1c(CCC(=O)O)c(=O)oc2cc(OCc3ccc(Br)cc3)ccc12 | 5% | -23% | 8% | -23 | -6 | -3 | 9%
COc1ccc(CC(=O)N2CCc3cc(OC)c(OC)cc3C2C)c(OC)c1 (stereo not drawn) | -5% | 55% | 6% | · | 0 | -3 | 38%[activator]
Next part
SMILES | AmpC detergent | AmpC inh no detg | FBPA Giardia inh | HCMV inh | Shiga inhibitor | CHX counter | AMA1-RON2 inh
COc1ccc(CNC(=O)C2CCN(S(=O)(=O)c3ccc4c(c3)N(C(C)=O)CCO4)CC2)cc1 | 2% | 64%[activator] | 0% | -33 | 22 | -2 | -11%
Oc1ccccc1C(=S)N1CCCC1 | ? | -20% | -8% | 16 | · | -2 | -2%
Cc1ccc(CNS(=O)(=O)c2cn(C)c(=O)n(C)c2=O)cc1 | 0% | -8% | · | -3 | -34 | -2 | 5%
COc1ccc2[nH]c3c(c2c1)CCN1C(=O)C(CC(=O)NCCC2=CCCCC2)C[C@H](C(=O)N2CCCCC2)[C@@]31CCc1ccccc1 (stereo partly drawn) | · | -6% | · | 19 | · | · | -19%
CCN(C)Cc1c(C(=O)N2CCc3ccccc3C2)nc2ccc(Cl)cn12 | 1% | -1% | 1% | 2 | -8 | -2 | -1%
Cn1cc(Br)c(C(=O)Nc2c(F)c(F)c(F)c(F)c2F)n1 | -13% | -38% | -1% | -16 | -4 | -4 | -9%
Cc1cc(C)c(OCC(=O)N/N=C/c2ccco2)c(C)c1 | -3% | -11% | -7% | -17 | 45 | -3 | 22%
C=C(C)[C@@H]1CC=C(CN2CCN(Cc3ccccc3)CC2)CC1 | 2% | 33% | -20% | 0 | -8 | -5 | 1%
CN(C)S(=O)(=O)N1CCC(Oc2cccc(C(=O)NC3CCCCCC3)c2)CC1 | 0% | 76%[activator] | · | -90* | 17 | -2 | -2%
CC(=O)Nc1ccc(C(=O)OC2CCCCC2=O)cc1 (stereo not drawn) | ? | -10% | 1% | 44 | -6 | 1 | -12%
O=C(NCCCCCCOC1=NS(=O)(=O)c2ccccc21)C(=O)Nc1ccccc1 | 4% | -30% | 4% | 63 | 47 | 25 | -3%
Cc1nn(C)c(C)c1NC(=O)c1ccccc1NC(=O)Nc1ccccc1 | -4% | 3% | 0% | · | 5 | -4 | 4%
CCNC(=S)N(CCCN(C)C)Cc1cc2cc3c(cc2[nH]c1=O)OCCO3 | -12% | 132% | 7% | 20 | · | -3 | 11%
O=C(CSc1nc2nn(-c3ccccc3)c(=O)c-2c2n1CCCCC2)Nc1ccccc1[N+](=O)[O-] | ? | 17% | · | -36 | · | · | 14%

An excerpt of these results, as labelled records:
structure: CCN(C)Cc1c(C(=O)N2CCc3ccccc3C2)nc2ccc(Cl)cn12
  AmpC detergent: 1%	AmpC inh no detg: -1%	FBPA Giardia inh: 1%	HCMV inh: 2	Shiga inhibitor: -8	CHX counter: -2	AMA1-RON2 inh: -1%
structure: Cn1cc(Br)c(C(=O)Nc2c(F)c(F)c(F)c(F)c2F)n1
  AmpC detergent: -13%	AmpC inh no detg: -38%	FBPA Giardia inh: -1%	HCMV inh: -16	Shiga inhibitor: -4	CHX counter: -4	AMA1-RON2 inh: -9%

This is a random part of the collection; any-hit rate near 16%.
